Fam108B inh = mouse Fam108B serine hydrolase inhibitors, primary screen, counter-screen for RBBP9 inhibitor project, biochemical, fluorescence polarization. recombinant Fam108B, FP-Rh probe fluorescence polarization. inhibition, % at 9.51 µM. actives 0.33% (n = 300,000);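 active = inhibition above the screen mean inhibition plus 3 SD, computed separately per campaign, cut at about 18% in these data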;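 also: inhibitors lower polarization as less probe binds the enzyme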
Efflux pump mplx = inhibitors of Candida efflux pumps in yeast, primary screen, S. cerevisiae, Nile Red, multiplex; S. cerevisiae Candida pump triplex; inhibition, % at 10 µM; actives 0.44% (n = 330,000); AID 485275, 2010;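 active = plate passing quality check with inhibition over a set limit, or well fluorescence over plate mean plus 4 SD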;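 also: Nile Red retained in pooled yeast measured as flow cytometry median fluorescence; 0% = buffer negative control and 100% = Enniatin B positive control; higher means more Nile Red kept so more efflux inhibition; some compounds called inactive have numbers as strong as hits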
ZTA DNA inh = ZTA (EBV) inhibition in EBNA-1 counter-screen; P03206; ZTA-DNA binding, fluorescence polarization; inhibition, % at 11 µM; actives 0.15% (n = 320,000); AID 2234; in the data active = inhibition above about 33%
Target sequence (P03206 whole entry, looked up): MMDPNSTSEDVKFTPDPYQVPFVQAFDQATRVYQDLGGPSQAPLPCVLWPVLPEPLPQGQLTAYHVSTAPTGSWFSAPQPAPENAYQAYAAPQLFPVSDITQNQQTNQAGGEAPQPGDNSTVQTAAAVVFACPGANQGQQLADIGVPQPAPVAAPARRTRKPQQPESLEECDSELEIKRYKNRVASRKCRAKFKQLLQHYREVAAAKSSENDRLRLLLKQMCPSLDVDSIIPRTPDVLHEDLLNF
Yeast superoxide = reduction of superoxide in aged yeast, primary screen, HTS; S. cerevisiae aged cells, superoxide DHE fluorescence; stronger effect = lower value; superoxide response (% of plate mean), % at 10 µM; actives 0.18% (n = 330,000);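 active = superoxide response under a set limit, about three screen SD below normal, cut at about 65% in these data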;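 also: yeast aged for seven days with compound at 30 °C before DHE staining; 100% = average MFI of all compound-treated wells on the plate with controls excluded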
EBNA-1 inh = EBNA-1 DNA-binding inhibitors, primary screen, biochemical, fluorescence polarization. inhibition, % at 14.8 µM. actives 0.34% (n = 300,000). AID 1950, 2009; in the data active = inhibition above about 28%
MCL1 BIM primary = inhibitors of MCL1 binding to BIM-BH3, primary screen, biochemical, fluorescence polarization; GST-MCL1 / FITC-Bim-BH3 fluorescence polarization; inhibition, % at 10.9 µM; actives 0.68% (n = 320,000); AID 2057, 2009;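 active = inhibition above the mean inhibition of all tested compounds plus 3 SD, set per campaign, cut at about 40% in these data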;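 also: 0% = DMSO wells and 100% = unlabeled Bim-BH3 peptide control; higher means more loss of mP so more displacement of Bim peptide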
Bcl-xL primary = inhibitors of human Bcl-xL, primary screen, biochemical, fluorescence polarization, HTS; GST-Bcl-xL / FITC-Bim BH3 peptide fluorescence polarization; actives 0.7% (n = 320,000); AID 2129, 2009; inhibition, % at 10.9 µM; Bcl-2-like protein 1 (Homo sapiens), Q07817;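 active = inhibition above the mean of all tested compounds plus 3 SD, cutoff set per campaign, cut at about 30% in these data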;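 also: 0% = DMSO wells and 100% = unlabeled Bim-BH3 peptide competitor; inhibitors lower millipolarization by displacing the labeled peptide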
Target sequence (Q07817 whole entry, looked up): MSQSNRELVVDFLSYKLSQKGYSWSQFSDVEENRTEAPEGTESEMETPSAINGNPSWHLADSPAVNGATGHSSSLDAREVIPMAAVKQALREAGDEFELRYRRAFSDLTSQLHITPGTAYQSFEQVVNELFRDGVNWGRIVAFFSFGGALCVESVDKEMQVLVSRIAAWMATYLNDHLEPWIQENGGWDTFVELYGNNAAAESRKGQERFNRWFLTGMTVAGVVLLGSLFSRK
GLD-1 RNA inh = GLD-1/TGE RNA complex disruptors, primary screen, biochemical, fluorescence polarization; Female germline-specific tumor suppressor gld-1 (Caenorhabditis elegans), Q17339; inhibition, % at 5.96 µM; AID 2280, 2010; purified GLD-1 + fluorescein TGE RNA; actives 0.44% (n = 320,000);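 active = percent inhibition above a per-plate cutoff, the plate mean of test compounds plus 3 SD, cut at about 30% in these data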;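 also: 0% = DMSO wells with GLD-1 and probe and 100% = wells lacking GLD-1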
Target sequence (Q17339 whole entry, looked up): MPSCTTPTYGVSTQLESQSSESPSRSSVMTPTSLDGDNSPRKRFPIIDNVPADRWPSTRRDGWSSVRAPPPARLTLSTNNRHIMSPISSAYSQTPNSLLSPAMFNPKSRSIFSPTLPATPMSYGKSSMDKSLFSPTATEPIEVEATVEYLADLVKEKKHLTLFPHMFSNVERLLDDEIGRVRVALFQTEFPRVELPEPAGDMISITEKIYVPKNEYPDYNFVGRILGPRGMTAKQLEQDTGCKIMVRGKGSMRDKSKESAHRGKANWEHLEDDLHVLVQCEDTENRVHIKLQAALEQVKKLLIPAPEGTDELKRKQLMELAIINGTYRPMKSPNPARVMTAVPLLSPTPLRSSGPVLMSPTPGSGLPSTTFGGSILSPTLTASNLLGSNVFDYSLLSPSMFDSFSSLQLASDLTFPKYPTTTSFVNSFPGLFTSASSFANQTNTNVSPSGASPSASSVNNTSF
MEX-5 binding = MEX-5 zinc finger RNA-binding disruptors – biochemical, C. elegans, fluorescence polarization, MLPCN library, primary screen; Zinc finger protein mex-5 (Caenorhabditis elegans), Q9XUB2; MEX-5/FITC-TCR2 RNA binding; stronger effect = lower value; activity score (negative = inhibition of binding), % at 10 µM; actives 0.38% (n = 300,000);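 active = inhibition past about -25% in most replicates, and total fluorescence under double the plate's negative control median, limit read from the data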;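 also: 0% = DMSO and -100% = 5 µM competing unlabeled TCR2 RNA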
* hit, by the source's call; x = not tested or not shown.

compound	Fam108B inh	Efflux pump mplx	ZTA DNA inh	Yeast superoxide	EBNA-1 inh	MCL1 BIM primary	Bcl-xL primary	GLD-1 RNA inh	MEX-5 binding
CC(=O)c1ccc(NC(=O)C2CC(=O)N(C(C)C)C2)cc1 (configuration not stated)	5	-0.1	-19	100	4	-1	0	5	-1.9
CCN(CC(=O)N1CCOCC1)S(=O)(=O)c1ccc(Cl)cc1	0	0.0	-7	96	18	1	3	6	1.2
Cc1[nH]c2ccccc2c1C(=O)CSc1cccc[n+]1[O-]	-1	-0.4	-7	99	0	5	6	3	-1.1
CCOC(=O)c1nnn(-c2nonc2-n2cccc2)c1CN1CCCCC1	-2	0.2	21	91	-10	-4	0	-2	1.1
O=C(O)CCC(=O)N1CCOc2ccc(Cl)cc21	4	0.1	9	98	-7	4	8	-1	-0.7
O=C(c1cccs1)N1CCC(c2nc3ccccc3s2)CC1	0	0.0	-9	94	4	11	4	7	2.0
Clc1cccc(CNCCNCc2cccc(Cl)c2)c1	-6	0.1	8	122	2	-5	-2	7	-0.8
CCn1c(=O)cc(SCC(=O)NCC2CCCO2)c2ccccc21 (configuration not stated)	3	-0.2	0	93	4	7	5	3	-1.2
Cc1ccc(C(C)C)c(OCC(=O)NS(=O)(=O)c2ccc(Cl)cc2)c1	-1	0.0	7	118	12	3	3	-5	0.8
COc1ccc(C(CC(=O)NCCN2CCOCC2)NS(=O)(=O)c2ccc(C)cc2)cc1 (configuration not stated)	1	0.0	-12	90	-8	5	1	-3	1.4
CC(CNC(=O)CCc1ccccc1)NC(=O)CCc1ccccc1 (configuration not stated)	-3	-0.1	4	87	6	-7	-5	-7	0.2
O=C(CCCc1nc(-c2ccccc2)no1)NCc1cccnc1	-2	0.0	17	127	4	5	4	1	0.5
Cc1cc(Cl)cc(C)c1OCC(=O)O	-4	0.1	6	106	-2	-4	1	-9	2.0
O=C(O)CCc1ccc(-c2ccc(Cl)cc2)n1CCC(=O)O	8	-0.1	14	97	5	9	5	4	-4.1
O=[N+]([O-])c1ccc(NNC(=S)Nc2ccccc2)cc1	3	0.1	-8	105	-12	-11	-12	3	-0.1
COc1ccc(-c2coc3c(CN4CCOCC4)c(O)ccc3c2=O)cc1	4	-0.3	-8	90	-5	-4	-3	7	-1.6
Cc1ccc(NC(=O)c2cc(-c3ccc(C)o3)nc3ccccc23)nc1	5	0.1	20	95	17	56*	23	9	2.9
Cc1cc(C)c2[nH]c(C(=O)Nc3ccc(F)cc3Br)cc2c1	5	-0.1	-14	104	5	7	1	4	-0.7
Cc1cc(C)n(CC(O)CN2C(=O)NC(C)(C)C2=O)n1 (configuration not stated)	7	-0.1	-9	83	-7	-1	3	-1	0.5
Cc1ccc(S(=O)(=O)NC(C(=O)N2CCOCCOCCOCCOCC2)c2ccccc2)cc1 (configuration not stated)	-6	0.1	-3	89	-12	0	-1	0	-0.3
O=C(Nn1c(-c2ccc(Br)cc2)nc2ccccc2c1=O)c1cccnc1	3	0.4	-8	85	-7	-10	1	3	-1.3
COC(=O)Cc1c(O)ccn(Cc2ccccc2OC)c1=O	0	0.2	9	87	1	-2	-2	6	0.5
COc1cc(NC(=O)c2cc([N+](=O)[O-])ccc2N2CCOCC2)ccc1NC(=O)c1ccco1	-3	0.0	-3	111	-15	0	6	-6	0.4
Cc1ccc(CNC(=O)/C=C/c2ccc(S(=O)(=O)NCc3ccco3)cc2)cc1	1	0.1	1	117	-7	-4	3	-2	-0.6
CC1=C(C(=O)OC(C)C)C(c2ccco2)NC(=O)N1 (configuration not stated)	1	0.0	8	99	15	9	7	1	1.8
Nc1nc2ccccc2n1CCOc1ccc(Cl)cc1	2	-0.2	-1	101	-5	7	2	6	0.5
O=C1CCc2cc(S(=O)(=O)NCCC(=O)NC3CCN(Cc4ccccc4)CC3)ccc2N1	0	-0.2	11	87	9	9	7	-2	x
Clc1ccc(CN2C3=NCCN3c3ccccc32)cc1Cl	-2	0.1	-1	98	3	6	3	5	0.9
CCCCCn1c(N2CCN(Cc3ccccc3)CC2)nc2c1c(=O)[nH]c(=O)n2C	3	-0.3	7	100	-4	11	6	1	0.9
CCN(CC)Cc1oc(CO)cc(=O)c1O	0	0.0	-9	93	4	4	8	0	-2.6
Cn1c(=O)c2cc(S(=O)(=O)NCCC(=O)N3CC=C(c4ccccc4)CC3)ccc2n(C)c1=O	5	-0.1	7	93	4	-1	5	5	x
COc1ccc2[nH]cc(CCNC(=O)Cc3ccc(Br)cc3)c2c1	1	0.0	4	102	5	9	1	0	-0.1
O=C(/C=C\Nc1ccc2c(c1)OCO2)c1cccs1	-1	0.2	1	105	-4	-9	-5	-3	-1.5
CCN(c1ccc(NC(=O)COC(=O)c2cc3ccccc3oc2=O)cc1)C(C)C	2	0.0	-13	97	-7	-2	5	4	0.9
O=C(CCc1ccccc1)NCC1(c2ccccc2)CCCC1	-6	0.3	-6	110	-12	-9	-6	-2	-0.3
CCN(CC(=O)Nc1ccccc1OC)C(=O)c1ccc(NS(=O)(=O)c2ccc(C(C)=O)cc2)cc1	1	0.1	3	105	8	-2	-2	3	0.3
CCOC(=O)NNC(=O)C1CCC(C)CC1 (configuration not stated)	2	-0.1	-7	96	0	-5	1	-2	2.7
COc1ccc(C(=O)NCC(=O)NCC2COc3ccccc3O2)cc1 (configuration not stated)	8	0.2	10	97	6	7	4	14	-1.3
Cc1ccc2c(C)c(C(=O)Nc3cccnc3)oc2c1	2	-0.1	22	96	10	7	6	4	-0.7
Cc1ccc(C)c2[nH]c(=O)c(CN(Cc3ccco3)C(=S)NCC3CCCO3)cc12 (configuration not stated)	-2	-0.1	-3	121	4	0	5	1	0.0
OC(CN=c1sc2ccccc2n1CC(O)COc1ccccc1)COc1ccccc1 (configuration not stated)	-7	0.0	4	97	3	5	9	7	2.1
O=C(COC(=O)c1ccccn1)NC1CCCCC1	2	-0.1	11	110	6	8	3	5	2.8
CC1CN(C(=O)C(C)Sc2nnnn2C)CC(C)O1 (configuration not stated)	-2	0.1	2	103	-9	-2	2	3	0.4
COCC1CCCCN1C(=O)c1ccc(OC2CCN(CCc3ccccc3)CC2)cc1 (configuration not stated)	1	0.1	-10	92	-17	4	3	-6	-3.4
CS(=O)(=O)c1ccccc1-c1nnc(NC(=O)Cc2ccccc2)o1	-3	0.0	-2	86	0	1	7	6	0.1
CCc1[nH]nc2c1C(c1ccsc1)C(C#N)=C(N)O2 (configuration not stated)	4	0.0	-5	104	10	1	6	3	-1.4
COc1ccc(NC(=O)CCNC(=O)c2ccccc2)cc1S(N)(=O)=O	-2	-0.1	-7	97	-2	0	-1	9	0.1
Cc1ccccc1N1CC(O)(c2ccccc2)[N+]2=C1SCC2 (configuration not stated)	-4	0.0	-1	89	3	2	3	-1	2.2
CN(c1ccccc1)S(=O)(=O)c1cccc(NC(=O)Cn2cnc3ccccc3c2=O)c1	-6	0.1	3	84	-1	-9	-3	3	-3.2
O=C(CSc1nnc(COc2ccc(Cl)cc2)n1Cc1ccco1)c1ccccc1F	2	0.0	18	101	-3	-6	-6	-9	0.4
COc1cccc(-n2nnc3c(=O)n(C/C=C/c4ccccc4)cnc32)c1	-4	-0.1	7	94	1	8	2	3	2.1
Cc1ccc(NC(=O)CN2CCN(C)CC2)cc1S(=O)(=O)N1CCOCC1	-2	-0.1	5	99	16	7	8	7	1.0
O=C(c1ccccc1Nc1ccc(SC(F)F)cc1)N1CCCCC1	4	0.1	3	81	8	7	-1	7	0.3
CCCCSc1nc2c(c(=O)[nH]c(=O)n2C)n1CCc1ccccc1	-6	0.7	-2	130	-13	-17	-18	-2	0.8
Cc1noc(C)c1C(=O)OCC(=O)Nc1c(F)cccc1F	-4	0.2	-3	99	0	0	0	1	x
Cn1c(C(=O)N[C@@H](C(=O)O)c2ccccc2)cc2cc(Cl)ccc21	-2	0.5	4	76	-9	-16	-4	-15	0.5
CS(=O)(=O)c1ccc(Cl)c(NC(=O)Nc2ccccc2)c1	-4	0.4	-10	104	-6	-3	-2	-4	x
Cc1ccc(CNC(=O)CCS(=O)(=O)c2ccc3c(c2)CC(C)N3C(=O)C2CC2)o1 (configuration not stated)	-1	0.1	-3	79	-8	2	6	1	-0.3
O=C(c1ccco1)N1N=C(C2CCCCC2)CC1(O)C(F)(F)F (configuration not stated)	-1	0.0	1	96	9	4	6	5	-0.9
CCOC(=O)C1CCN(C(=O)c2ccc(Br)o2)CC1	0	0.1	7	119	-4	0	4	4	0.2

New compounds follow
compound	Fam108B inh	Efflux pump mplx	ZTA DNA inh	Yeast superoxide	EBNA-1 inh	MCL1 BIM primary	Bcl-xL primary	GLD-1 RNA inh	MEX-5 binding
CC(=O)c1cc(C(=O)c2ccccc2)sc1Nc1ccccc1	-1	-0.1	-17	93	0	-3	-2	3	1.3
CCOC(=O)c1cnc(Nc2ccccc2)nc1C(F)(F)F	-1	0.1	-5	95	5	7	-2	3	-0.2
O=C1C(=O)N(C2CCS(=O)(=O)C2)C(c2cccc(O)c2)/C1=C(/O)c1ccc(Cl)cc1 (configuration not stated)	3	-0.1	4	76	5	9	-1	-3	-1.4
COCCN(CC(=O)Nc1cccc(C)c1C)C(=O)c1ccc2ccccc2n1	x	-0.1	-22	80	x	-10	-4	1	x
CC(C)c1ccc(C(=O)N2CCCN(C(=O)c3ccc(C(C)C)cc3)CC2)cc1	0	-0.1	-4	96	15	-4	5	-1	-2.6
CCc1ccc(CC)c(S(=O)(=O)Nc2ccc(C(=O)O)c(O)c2)c1	-8	0.2	10	88	1	17	15	12	-0.7
COc1cccc(NC(=O)CSc2nnc(COc3ccc4c(c3)CCCC4)o2)c1	2	-0.2	14	87	8	-5	-2	6	-1.5
COc1ccc(C(C(=O)NC2CCCCC2)N(C(=O)c2ccco2)c2ccccc2OC)cc1 (configuration not stated)	2	0.1	-9	108	1	1	6	9	0.0
N=c1oc2ccc3ccccc3c2cc1C(N)=S	0	0.0	10	98	2	14	11	12	2.9
CCn1c(SCC(=O)Nc2ccc3c(c2)OCO3)nnc1C1CC1	-1	0.5	13	99	6	-1	2	-3	0.8
Cc1nc2ccccc2nc1OCC(=O)NCc1ccc2c(c1)OCO2	7	-0.2	17	93	8	1	2	-6	-4.9
O=C(CC1C(=O)NCCN1Cc1cccc(F)c1)NC1CCCCC1 (configuration not stated)	4	-0.1	3	90	2	27	26	17	-4.9
COc1ccccc1Cn1c(=S)[nH]c2ccc(F)cc2c1=O	2	0.0	0	98	0	-4	-2	-4	-0.3
O=C(N/N=C/c1ccccc1Br)c1cccc(S(=O)(=O)N2CCOCC2)c1	x	0.5	-9	134	x	-16	-10	4	x

A different layout for some results above:
COCCN(CC(=O)Nc1cccc(C)c1C)C(=O)c1ccc2ccccc2n1
  Fam108B inh: x; Efflux pump mplx: -0.1; ZTA DNA inh: -22; Yeast superoxide: 80; EBNA-1 inh: x; MCL1 BIM primary: -10; Bcl-xL primary: -4; GLD-1 RNA inh: 1; MEX-5 binding: x
Cc1nc2ccccc2nc1OCC(=O)NCc1ccc2c(c1)OCO2
  Fam108B inh: 7; Efflux pump mplx: -0.2; ZTA DNA inh: 17; Yeast superoxide: 93; EBNA-1 inh: 8; MCL1 BIM primary: 1; Bcl-xL primary: 2; GLD-1 RNA inh: -6; MEX-5 binding: -4.9

Screening data (PubChem BioAssay)
